# ERb coact inh: ER-beta (human) coactivator binding inhibition | Q92731 | TR-FRET ER-beta LBD / SRC1-Cy5 peptide binding; receptor agonist-loaded with 1 µM estradiol | inhibition, % at 25.6 µM | actives 1.3% (n = 86,000);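 active means compounds whose percent inhibition of the receptor-coactivator binding signal exceeds about 50% in the single-dose screen, limit read from the data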;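 further: 0% = receptor plus peptide wells without compound and 100% = peptide-only wells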
# Target sequence (Q92731 whole entry, looked up, the tested form may be a part): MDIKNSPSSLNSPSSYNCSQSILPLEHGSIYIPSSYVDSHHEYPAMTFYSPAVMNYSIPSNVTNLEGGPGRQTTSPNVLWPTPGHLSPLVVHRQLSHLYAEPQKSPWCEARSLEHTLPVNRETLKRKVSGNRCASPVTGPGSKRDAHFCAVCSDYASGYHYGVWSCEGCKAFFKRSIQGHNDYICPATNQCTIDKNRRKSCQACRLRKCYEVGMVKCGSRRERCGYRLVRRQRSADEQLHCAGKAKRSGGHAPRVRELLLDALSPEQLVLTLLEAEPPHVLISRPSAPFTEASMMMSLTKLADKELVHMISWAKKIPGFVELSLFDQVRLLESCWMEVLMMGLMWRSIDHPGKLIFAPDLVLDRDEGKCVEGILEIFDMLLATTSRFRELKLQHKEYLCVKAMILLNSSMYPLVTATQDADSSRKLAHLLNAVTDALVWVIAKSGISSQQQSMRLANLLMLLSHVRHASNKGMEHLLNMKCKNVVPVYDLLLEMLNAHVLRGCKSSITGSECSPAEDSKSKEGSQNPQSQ
# Calb biofilm kill: kills Candida albicans biofilms; C. albicans biofilm + clotrimazole, Alamar Blue; inhibition, % at 6 µM; actives 0.14% (n = 85,000);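 active means inhibition above 20%; inactive means inhibition below 20%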;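 further: preformed 24 hr biofilms exposed to compound for 48 hr; 0% = biofilm without compound and 100% = blank killed by clotrimazole plus chlorhexidine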
# Smad3 FoxH1 inh: inhibitors of human Smad3 transcription factor binding; TR-FRET Smad3/Dy647-FoxH1 peptide binding, europium anti-His; AID 630; inhibition, % at 25 µM; actives 0.29% (n = 88,000);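 active means compounds that reduce the energy-transfer binding signal between the protein and its labelled peptide by more than half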;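 further: 0% = Smad3 plus labelled peptide maximal FRET and 100% = peptide-only background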
# Target sequence (P84022 whole entry, looked up): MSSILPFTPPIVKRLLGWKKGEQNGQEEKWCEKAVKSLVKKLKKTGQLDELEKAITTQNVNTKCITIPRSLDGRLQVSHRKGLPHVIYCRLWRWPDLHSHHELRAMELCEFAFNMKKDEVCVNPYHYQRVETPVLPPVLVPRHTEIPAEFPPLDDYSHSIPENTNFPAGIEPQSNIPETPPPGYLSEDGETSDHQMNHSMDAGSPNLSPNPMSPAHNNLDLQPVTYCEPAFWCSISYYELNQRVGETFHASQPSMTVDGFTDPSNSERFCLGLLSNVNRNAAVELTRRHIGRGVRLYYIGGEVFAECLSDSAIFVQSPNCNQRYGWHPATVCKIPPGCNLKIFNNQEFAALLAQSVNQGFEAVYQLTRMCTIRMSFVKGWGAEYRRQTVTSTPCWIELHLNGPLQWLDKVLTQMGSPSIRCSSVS
# Starred values were filed as active, the others as inactive; [ ] = remark or other dose.
SMILES,ERb coact inh,Calb biofilm kill,Smad3 FoxH1 inh
Cc1ccc(N(C(=O)C2CCCO2)C2C=CS(=O)(=O)C2)cc1Cl (centres undefined),8,4,2
O=c1c2ccccc2sc2nc(C3CCCCC3)n(Cc3ccco3)c(=O)c12,38[fluorescence artefact?],15,-5
Cc1occc1C(=O)Nc1nnc(-c2ccncc2)s1,-3,-4,-9
COC(=O)c1ccc(Cn2cnc3c(sc4nc(N5CCOCC5)c5c(c43)CCCC5)c2=O)o1,36,-2,-5
CC(C)(C)OC(=O)N1CC=C2C(C#N)=C(N)C(C#N)(C#N)C(c3cccs3)C2C1 (centres undefined),1,2,10
Cc1ccc(-n2c(SCC(=O)NCC3CCCO3)nc3c(c2=O)SCC3)cc1 (centres undefined),-5,0,-5
CCCn1c(=S)[nH]c2cc(C(=O)NCC3CCCO3)ccc2c1=O (centres undefined),-4,14,-3
Cc1ccc(S(=O)(=O)c2cc3c(=O)n4cc(C)ccc4nc3n(CC3CCCO3)c2=N)cc1 (centres undefined),-4,10,-1
O=C(CN1CCN(c2ccc(F)cc2)CC1)Nc1nnc(-c2ccccc2)s1,2,7,-4
O=C1c2oc3ccc(Cl)cc3c(=O)c2C(c2ccccn2)N1CCCN1CCOCC1 (centres undefined),-7,8,11
COc1cc2c(cc1NC(=O)CN1C(=O)NC3(CCc4ccccc43)C1=O)oc1ccccc12 (centres undefined),11,10,1
COc1ccc(-n2c(Cc3cccn3C)nnc2SCC(=O)N2CCC(C)CC2)cc1,10[fluorescence artefact?],11,-6
O=C(Nc1ccc(F)cc1F)NC1CC(=O)N(Cc2ccccc2)C1 (centres undefined),3,3,-1
Cc1cccc(OCC(=O)Nc2ccc(N3CCCC3)cc2)c1C,59*[fluorescence artefact?],7,-3
CCN1C(=O)c2ccccc2S(=O)c2ccc(C(=O)NCc3ccccn3)cc21 (centres undefined),-7,7,4

# Four compounds out of the list above, arranged by the number in Smad3 FoxH1 inh, ascending:
canonical_smiles,ERb coact inh,Smad3 FoxH1 inh
Cc1occc1C(=O)Nc1nnc(-c2ccncc2)s1,-3,-9
O=C(CN1CCN(c2ccc(F)cc2)CC1)Nc1nnc(-c2ccccc2)s1,2,-4
CCCn1c(=S)[nH]c2cc(C(=O)NCC3CCCO3)ccc2c1=O (centres undefined),-4,-3
Cc1ccc(S(=O)(=O)c2cc3c(=O)n4cc(C)ccc4nc3n(CC3CCCO3)c2=N)cc1 (centres undefined),-4,-1

# (further entries)
SMILES,ERb coact inh,Calb biofilm kill,Smad3 FoxH1 inh
COc1ccc(OC)c(S(=O)(=O)N2CCCCCC2)c1,-8,4,2
C#CCSc1nnc(-c2c[nH]c3ccccc23)n1C,-5[fluorescence artefact?],2,6
Cc1ccc(N2CC(C(=O)Nc3nccs3)CC2=O)cc1 (centres undefined),5,5,1
CCCCCNC(=O)c1c(N)n(/N=C/c2ccco2)c2nc3ccccc3nc12,41,6,-2
O=C(CSc1nc(-c2ccc(F)cc2)cs1)N1CCN(C(=O)c2ccco2)CC1,-15,4,1
Cc1ccc2c(c1)c1c3n2CCN(C(=O)CN2CCN(C)CC2)C3CCC1 (centres undefined),5[fluorescence artefact?],5,-1
CCN(CCNC(=O)Cn1cc2c(n1)CCCC2)c1ccccc1,7[fluorescence artefact?],-6,6
CCN(C1CCCCC1)S(=O)(=O)c1ccc(S(=O)(=O)NCCc2ccncc2)cc1,19,3,6
COc1ccc(C(=O)Nc2cccc(C(C)=O)c2)cc1OC,3,8,3
O=C(O)c1cnn2c(C(F)(F)F)cc(-c3ccco3)nc12,40,4,-7
CCn1c(SCC(=O)Nc2ccc3c(c2)c2ccccc2n3CC)nnc1-c1cnccn1,29,8,0
CCN(C(=O)c1cnc2scc(C)n2c1=O)c1ccccc1C,-4,16,3
CCOc1ccccc1NC(=O)N1CCC(c2nc3ccc(C)cc3[nH]2)CC1,-5[fluorescence artefact?],3,5
Cc1cc(C)c(OCC(=O)Nc2cccc(NC(=O)c3ccco3)c2)c(Br)c1,14[fluorescence artefact?],4,16[fluorescence artefact?]
O=C(/C=C/c1ccccc1)c1ccccc1,-5,11,9
Cc1cc(S(=O)(=O)N(Cc2ccccc2)Cc2ccc(N(C)C)cc2)ccc1-n1cnnn1,14[fluorescence artefact?],4,-1
CC(=O)N1CCc2c(sc(NC(=O)CN3C(=O)CCC3=O)c2C(N)=O)C1,-2[fluorescence artefact?],-3,-6
O=S(=O)(c1cccc(-c2cn3cccnc3n2)c1)N1CCOCC1,-6,9,-13
O=C1CC(Cc2ccccc2)C(=O)N1c1ccc(Cl)cn1 (centres undefined),0,-3,-5
COc1cccc(-c2nnc3sc(-c4ccc(Cl)cc4)nn23)c1,21,6,-8
COc1ccc(N2CCN(C(=O)C3CCC(Cn4c(=S)[nH]c5ccccc5c4=O)CC3)CC2)cc1 (centres undefined),-1[fluorescence artefact?],3,-4
COc1cccc(OCCOCCN(C)CCO)c1,-7,6,-7
CCCOc1ccc(/C(O)=C2/C(=O)C(=O)N(CCCOC)C2c2cccnc2)cc1 (centres undefined),-4[fluorescence artefact?],-2,-17
CSc1nc(-c2ccco2)nn1C(=O)c1ccco1,3,-3,-4
CCOC(=O)C1=C(C)NC(=O)NC1c1ccco1 (centres undefined),66*,4,8
COCCNC(=O)C(C#N)c1nc2ccccc2nc1N1CCN(Cc2ccc3c(c2)OCO3)CC1 (centres undefined),-3,15,0
CCN1CCN(C(=O)c2cc3c(s2)-c2ccccc2S(=O)(=O)C3)CC1,-4,5,2
CNC[C@H](O)c1cccc(O)c1,3,4,0
CC(C)(O)C#Cc1ccc(C(=O)N2CCC(C(N)=O)(N3CCCCC3)CC2)cc1,-1,3,-2
CC(=O)c1ccc(Nc2cc(C)nc3nc(C)nn23)cc1,-3[fluorescence artefact?],5,-8
Clc1ccc(OCc2nnc3n2N=C(c2ccc4c(c2)OCCO4)CS3)c(Cl)c1,21,9,5
Cc1nc(N2CCN(C(c3ccccc3)c3ccccc3)CC2)nc2c1C(=O)CCC2,-10,8,10
CCC1CCCCN1C(=O)CSc1nc(N)c(NC(=O)c2ccco2)c(=O)[nH]1 (centres undefined),-1[fluorescence artefact?],0,-10
Cc1cccc(N2CCCn3c2nc2c3c(=O)n(CC(=O)OCc3ccccc3)c(=O)n2C)c1,10[fluorescence artefact?],5,-2
CN(C)CCN1C(=O)c2oc3ccccc3c(=O)c2C1c1ccccc1 (centres undefined),-7,1,-7
Cc1cc(-c2ccccc2)nc2cc(C(=O)NCCCn3ccnc3)nn12,4,5,5
COCCn1nnnc1C(c1cc(OC)ccc1OC)N1CCc2ccccc2C1 (centres undefined),1[fluorescence artefact?],5,6
O=C(c1ccc(C(=O)N2CCCc3ccccc32)nc1)N1CCCc2ccccc21,4[fluorescence artefact?],0,-7
COc1ccc(C2(O)CCN(C(=O)c3ccc4c(c3)OCO4)CC2)cc1,4,4,6
O=S(=O)(c1ccc(OCC(O)CNCc2ccco2)c(Cl)c1)N1CCOCC1 (centres undefined),-7[fluorescence artefact?],-2,-4
CCN(CC)S(=O)(=O)c1ccc(C(=O)OCC(=O)N2CCN(C(=O)c3ccco3)CC2)cc1,-5,7,-4
Cc1csc2ncc(C(=O)NCc3ccccc3Cl)c(=O)n12,-2,10,0
CCN(CC)CCCN1C(=O)C(=O)/C(=C(/O)c2ccc3c(c2)CC(C)O3)C1c1ccncc1 (centres undefined),-11[fluorescence artefact?],1,11[fluorescence artefact?]
Cc1c(C(=O)OCC2CCCO2)[nH]c2c1C(=O)CC(c1ccc(N(C)C)cc1)C2 (centres undefined),-9,-1,5
Nc1nc2c(ncn2COC(CO)CO)c(=O)[nH]1,-3,6,-1
CCc1cccc(Nc2cc(C)nc3ncnn23)c1,-11,3,-3
COC(=O)C1C2C=CC3(CN(C(C)C)C(=O)C13)O2 (centres undefined),-1,7,1
CCOC(=O)N1CCN(C(=O)Cn2cc3c(n2)CCCC3)CC1,2[fluorescence artefact?],3,-11
CNC(=O)c1ccccc1NC(=O)c1cccc(S(=O)(=O)N2CCC(C)CC2)c1,-6,8,7
Cc1cc(C(=O)CSc2nnc(-c3ccco3)o2)c(C)n1CC1COc2ccccc2O1 (centres undefined),1,6,-10
O=C(NCc1ccccc1)C1C(=O)N(Cc2ccccc2)C(=O)C1C1(O)CCCC1 (centres undefined),-8,9,-12
O=C(NCc1ccc2c(c1)OCO2)c1cnc2ccccn2c1=O,13,6,3
CCOc1cccc(-c2nnc3sc(COc4ccc(C)cc4)nn23)c1,0[fluorescence artefact?],2,0
O=C(O)C1CCCCN1S(=O)(=O)c1cccc2nsnc12 (centres undefined),-4,2,4
Cn1c(-c2nonc2NC(=O)c2ccc(C(C)(C)C)cc2)nc2ccccc21,18[fluorescence artefact?],2,-7
COc1ccccc1N1CCN(C(c2ccc(F)cc2)c2nnnn2C(C)C)CC1 (centres undefined),7[fluorescence artefact?],5,8
COc1ccc(OC)c(C2C(C(C)=O)=C(O)C(=O)N2c2ccc(F)cc2)c1 (centres undefined),3[fluorescence artefact?],0,3
CC(C)Cn1cnc2c(c1=O)c1nc3ccccc3nc1n2Cc1ccc2c(c1)OCO2,-1[fluorescence artefact?],2,13
Cc1ccccc1-n1c(SCC(=O)N2CCN(c3ccccc3)CC2)nnc1-c1ccncc1,4,7,0
CC(C)c1nnc(NC(=O)c2c(O)c3cccc4c3n(c2=O)CC4)s1,5[fluorescence artefact?],3,17[fluorescence artefact?]

# Some of the entries so far, with values under each structure.
# Below each compound: ERb coact inh | Calb biofilm kill | Smad3 FoxH1 inh
- CNC(=O)c1ccccc1NC(=O)c1cccc(S(=O)(=O)N2CCC(C)CC2)c1
    -6 | 8 | 7
- CC(C)Cn1cnc2c(c1=O)c1nc3ccccc3nc1n2Cc1ccc2c(c1)OCO2
    -1[fluorescence artefact?] | 2 | 13
- O=C(NCc1ccccc1)C1C(=O)N(Cc2ccccc2)C(=O)C1C1(O)CCCC1 (centres undefined)
    -8 | 9 | -12
- Cc1ccccc1-n1c(SCC(=O)N2CCN(c3ccccc3)CC2)nnc1-c1ccncc1
    4 | 7 | 0
- CCOC(=O)N1CCN(C(=O)Cn2cc3c(n2)CCCC3)CC1
    2[fluorescence artefact?] | 3 | -11
- Cn1c(-c2nonc2NC(=O)c2ccc(C(C)(C)C)cc2)nc2ccccc21
    18[fluorescence artefact?] | 2 | -7
- COC(=O)C1C2C=CC3(CN(C(C)C)C(=O)C13)O2 (centres undefined)
    -1 | 7 | 1

# Following part.
SMILES,ERb coact inh,Calb biofilm kill,Smad3 FoxH1 inh
CC1(C)Cc2c(C#N)c(N)n(-c3ccccc3)c(=O)c2CO1,5[fluorescence artefact?],7,4
CC1(C)CC(N2CN(C3CCCCC3)CC2=O)CC(C)(C)N1,-3[fluorescence artefact?],7,5
O=C(Nc1cccc(NC(=O)c2nccc3ccccc23)c1)c1ccco1,-3,5,12
CC(C)Cc1cc(C(=O)Nc2cc(Br)ccc2O)no1,1,-3,-3
Cc1cc(C(=O)OCc2nnc(-c3ccccc3)o2)c(C)n1-c1ccccc1,-3,9,7
COc1ccc(C(=O)NC(C)c2nc3ccccc3n2C)cc1OC (centres undefined),0,4,6
CC1CCN(c2nc3c(c(=O)[nH]c(=O)n3C)n2CCSc2ncccn2)CC1,-5,1,2
CC(=O)Oc1cc(C(C)C)c(OCCN(C)C)cc1C,-2,13,0
O=C(c1ccco1)N1CCN(C(=O)c2cccc3c2C(=O)N(C2CCCCC2)C3)CC1,1,5,-5
O=C(c1ccc(CS(=O)(=O)c2ccc(Br)cc2)o1)N1CCCC1,1,1,1
O=c1c2ccccc2nnn1CSc1nnc(-c2ccco2)o1,11,10,3
COc1ccc(N2CCn3c2nc2c3c(=O)n(CCN3CCOCC3)c(=O)n2C)cc1,3[fluorescence artefact?],4,-3
O=C(O)CN1C(=O)CSc2ccccc21,-1,6,-6
Cc1ccc(S(=O)(=O)n2nc(-c3cccnc3)nc2N)cc1,-5,11,-9
CCCCn1c(=O)c(Cc2ccccc2)c(O)c2ccccc21,9[fluorescence artefact?],5,0
O=C(NC1CCCc2ccccc21)C1CCN(c2nnc(-n3cccc3)s2)CC1 (centres undefined),1,1,1
N#Cc1ccsc1NC(=O)COc1ccc(-c2nnco2)cc1,44,11,8
Cc1ccc2[nH]c3c(c2c1)CN(C(=O)CN1CCCc2ccccc21)CC3,-6,4,10
CC1(C)Cc2c(sc3nc4n(c(=O)c23)CCC4)CO1,-12,8,-2
COc1cccc(CNC(=O)CCNS(=O)(=O)c2cccs2)c1,-1[fluorescence artefact?],6,-7
CC(=O)Nc1nc(CC(=O)c2ccccc2)cs1,-2,10,1

# This is a subset, so the mix of outcomes need not match the whole.
